N370S GC mod = N370S glucocerebrosidase modulation, Gaucher chaperone candidate | 330,000 compounds, 0.092% hits | N370S GC spleen homogenate, 4MU-glucoside fluorescence | AID 2101 | Potency, µM (highest dose often 59.4 µM), inactives show top-dose activity change, negative = inhibition, actives largely listed as inhibitors;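 further: 0% = full enzyme activity and -100% = no enzyme basal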
TDP1 block = blocks human tyrosyl-DNA phosphodiesterase 1 | Q9NUW8 | recombinant TDP1, AlphaScreen DNA substrate cleavage | Potency, µM (titrated, usually from 130 µM), for the others: at the highest dose activity change, negative = inhibition, most hits filed as inhibitors | 350,000 compounds, 0.28% hits | AID 485290; further: nearly all actives have a fitted effect of over 40% in size
Target sequence (Q9NUW8 whole entry, looked up): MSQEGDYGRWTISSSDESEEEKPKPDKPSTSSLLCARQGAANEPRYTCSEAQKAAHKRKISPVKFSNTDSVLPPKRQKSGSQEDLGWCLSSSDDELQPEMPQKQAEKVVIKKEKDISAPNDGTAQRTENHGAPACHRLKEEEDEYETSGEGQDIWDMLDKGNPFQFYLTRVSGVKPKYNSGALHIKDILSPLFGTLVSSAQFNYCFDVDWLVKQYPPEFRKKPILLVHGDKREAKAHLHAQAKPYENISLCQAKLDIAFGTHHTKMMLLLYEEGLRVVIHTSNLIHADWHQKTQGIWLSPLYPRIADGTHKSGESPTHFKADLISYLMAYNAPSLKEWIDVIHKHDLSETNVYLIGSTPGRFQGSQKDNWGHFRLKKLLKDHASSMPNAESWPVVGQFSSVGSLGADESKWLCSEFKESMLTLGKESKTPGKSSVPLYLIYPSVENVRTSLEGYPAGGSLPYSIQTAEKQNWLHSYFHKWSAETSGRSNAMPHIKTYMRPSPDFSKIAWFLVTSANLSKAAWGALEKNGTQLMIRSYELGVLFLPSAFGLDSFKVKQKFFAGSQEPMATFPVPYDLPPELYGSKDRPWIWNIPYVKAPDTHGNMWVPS
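Tdp1 1 nM final; 15 min RT w/ cpd; substrate 15 nM, 5 min; beads 10 ug/ml, 10 min; AlphaScreen read. Neg ctrl: no enzyme.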
FEN1 inh = inhibitors of human flap endonuclease 1; P39748; Recombinant FEN1 flap cleavage, fluorescence, 15 min; Potency, µM (titrated, usually from 114 µM), inactives show top-dose activity change, negative = inhibition, actives largely listed as inhibitors; 390,000 compounds, 0.35% hits; further: nearly all actives have a fitted effect of over 65% in size
Target sequence (P39748 whole entry, looked up): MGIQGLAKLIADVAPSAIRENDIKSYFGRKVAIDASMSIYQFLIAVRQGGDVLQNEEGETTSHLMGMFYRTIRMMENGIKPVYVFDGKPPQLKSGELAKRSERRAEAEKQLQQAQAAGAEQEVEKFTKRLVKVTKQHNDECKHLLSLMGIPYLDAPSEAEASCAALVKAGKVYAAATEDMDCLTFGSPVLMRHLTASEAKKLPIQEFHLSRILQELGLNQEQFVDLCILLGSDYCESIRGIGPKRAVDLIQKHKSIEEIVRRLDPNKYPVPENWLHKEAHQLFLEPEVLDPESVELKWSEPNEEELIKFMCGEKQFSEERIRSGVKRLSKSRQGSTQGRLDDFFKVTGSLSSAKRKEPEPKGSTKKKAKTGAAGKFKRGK
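Concentration–response screening of FEN1 (10 nM): 15 min compound preincubation at room temperature, reaction started with 50 nM substrate and read at 0 and 15 min. Corrected, normalized data were fitted by a four-parameter Hill equation.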
Starred values were filed as active, the others as inactive; ? = inconclusive; · = no result given; & = joins results of further samples; [ ] = remark or other dose. The call rests on the fitted dose curve; in most records, active means well fitted curve in the direction sought with a large enough effect; inconclusive means small, poorly fitted or top-dose-only effect, or another doubt; inactive means no such curve, though single readings can be large; an effect the other way counts as inactive or inconclusive. Unless noted, on the % scale 0 is the no-effect control and ±100 the full control effect; potency means the concentration at half of the fitted maximal effect. No enrichment for hits; overall some 0.53% were active at least once.

SMILES	N370S GC mod	TDP1 block	FEN1 inh
Cc1ccc(CCNC(=O)C2CC(c3cc(C(F)(F)F)cc(C(F)(F)F)c3)=NO2)cc1 (stereo not given)	0%	1%	1%
CCOc1ccc(CCNC(=O)c2ccc3c(c2)N(Cc2ccccc2F)C(=O)c2ccccc2S3=O)cc1OCC (stereo not given)	·	7%	-13%
CCOC(=O)c1cnc2ccc(OCC)cc2c1N1CCN(c2ccccc2)CC1	6%	5%	-17%
O=C(CSc1nc2ccccc2c(=O)n1CCCN1CCOCC1)NCCc1ccccc1	·	0%	-11%
COc1ccc(N2C(=O)CC(N3CCOCC3)C2=O)cc1 (stereo not given)	5%	0%	-2%
O=C(Nc1ccc2nc(-c3ccco3)[nH]c2c1)c1cccs1	6%	2%	-17%
O=C(Cn1cccc1)N1CCc2ccccc21	1%	7%	-7%
O=C(C1CCN(S(=O)(=O)c2cccs2)CC1)N1CCN(Cc2ccccc2)CC1	-14%	5%	6%
O=C(Nc1cccc(F)c1)C1CC(=O)N(c2ccc(Br)cc2)C1 (stereo not given)	7%	-2%	-15%
CC(=C\C(=O)O)/C(=C/c1ccco1)C(=O)O	0%	?	-16%
COc1ccc(-c2nc(CCNS(=O)(=O)c3ccc4c(c3)OCCO4)cs2)cc1	5%	4%	-1%
COC(=O)COc1cccc2c(=O)n(CC(=O)N3CCC(C)CC3)ccc12	-1%	·	0%
CC(C)CCNC(=O)c1ccc(Cn2c(SCC(N)=O)nc3ccccc3c2=O)cc1	·	8%	0%
O=C(Nc1c2c(nn1-c1ccc([N+](=O)[O-])cc1)CS(=O)(=O)C2)C1CC1	0%	2%	-8%
CC(C)(C)C1C/C(=C/c2ccccn2)C(=O)/C(=C/c2ccccn2)C1 (stereo not given)	16%	4%	14%
COc1cc2c(=O)c(S(=O)(=O)c3ccc(C)cc3)cn(Cc3cccc(C)c3)c2cc1OC	·	9%	12%
O=C(Nc1ccnn1C1CCN(C2CCCC2)CC1)c1ccccc1Cl	9%	1%	-6%
N#CCCN(Cc1ccccc1)C(=O)Nc1ccc(F)cc1	-6%	-1%	1%
COc1cccc(N2C(=O)CC(N3CCN(c4ccc([N+](=O)[O-])cc4)CC3)C2=O)c1 (stereo not given)	5%	·	-8%
COc1cc(NC(=O)Cn2ccc3ccccc3c2=O)cc(OC)c1OC	·	1%	12%
C/C(CC(=O)NC1CCCC1)=N\NC(=O)c1ccc([N+](=O)[O-])c(Cl)c1	-13%	3%	-6%
COc1ccc2nc(C)cc(SCC(=O)N/N=C/c3ccc(O)c(O)c3)c2c1	-25%	8%	?
Cc1ccc(N(CCC#N)C(=O)CCl)cc1C	5%	0%	19%
CCCCOC(=O)c1nnc(-c2ccc(Cl)cc2)o1	1%	2%	14%
Cc1cc(C)cc(OCC(=O)N(Cc2ccccc2)C2CCS(=O)(=O)C2)c1 (stereo not given)	3%	1%	-8%

3 entries from above, sorted by count of non-hydrogen atoms, lowest first.
SMILES	N370S GC mod	TDP1 block	FEN1 inh
N#CCCN(Cc1ccccc1)C(=O)Nc1ccc(F)cc1	-6%	-1%	1%
O=C(Nc1ccnn1C1CCN(C2CCCC2)CC1)c1ccccc1Cl	9%	1%	-6%
COc1cc(NC(=O)Cn2ccc3ccccc3c2=O)cc(OC)c1OC	·	1%	12%

Next section:
SMILES	N370S GC mod	TDP1 block	FEN1 inh
COc1ccc(CC(=O)OCC(=O)NCc2ccccc2Cl)cc1	2%	5%	0%
CCCCC/C=C\C[C@@H](O)/C=C/C=C\CCC(=O)O	5%	2%	·
Cc1nc(N2N=C(c3ccc(Cl)cc3)CC2c2ccco2)sc1C(=O)N(C)C (stereo not given)	2%	-2%	5%
CN1CCN(C(=O)C2=C[C@@H](c3ccccc3)C[C@@H](OCc3ccc(CO)cc3)O2)CC1	-9%	0%	1%
CCOc1cc(C)c(C(C)C)cc1S(=O)(=O)n1cnc(C)c1	13%	-1%	-13%
Cn1c(=O)c(=O)n(C)c2cc(NS(=O)(=O)c3ccc(Br)cc3)c(Cl)cc21	·	8%	-4%
COc1ccc(OC)c(S(=O)(=O)Nc2cc3c4c(c2)CCC(=O)N4CCC3)c1	-1%	1%	5%
Cc1cc(C)c(OCC(=O)OCC(=O)NCC2CCCCC2)c(C)c1	-5%	3%	5%
CCOc1ccc(C(CC(=O)O)NC(=O)c2cccs2)cc1 (stereo not given)	9%	3%	1%
COc1ccc(NC(=O)Nc2cc(C)ccc2OC)cc1	11%	-4%	-2%
Cc1cccc(NS(=O)(=O)c2ccc3c(c2)OCC(C(=O)N2CCCC2)O3)c1C (stereo not given)	·	8%	0%
Cc1c(C(=O)NCc2ccccc2F)oc2ccccc12	?	5%	2%
COc1cc(C(=S)N2CCCC2)ccc1O	-18%	5%	0%
Cn1cc(CN2CCCC(C(=O)c3ccc(-c4ccccc4)cc3)C2)cn1 (stereo not given)	-7%	6%	13%
COc1ccc(-n2ncc3c(=O)n(CC(C)=O)cnc32)cc1	-2%	2%	17%
CC(=O)OC[C@@]12C(=O)[C@@H](O)[C@@H](C)[C@]3(C[C@@H](c4ccoc4)O[C@@H]3OC(C)=O)[C@H]1CCC[C@]21CO1	-3%	8%	·
O=C(N/N=C\c1c(O)ccc2ccccc12)c1cncc(Br)c1	-1%	0%	-1%
CC(=O)N1CCOc2ccc(S(=O)(=O)NCCc3ccc(S(N)(=O)=O)cc3)cc21	-13%	-5%	16%
CCOCCCNC(=O)Cn1nc(CC)n2c(cc3c(OC)cccc32)c1=O	·	-2%	-9%
CC1(OC(=O)CCc2ccccc2)C(=O)C=C2C=C(c3ccc(C#N)cc3)N(CCN3CCOCC3)C=C2C1=O (stereo not given)	-7%[12.8 µM]	-1%[12.3 µM]	-24%
CCOc1ccc(CNC(=O)c2ccc(Sc3ccc(C)cc3)c(NC(C)=O)c2)cc1OC	6%	0%	-11%
Cc1cc(C)cc(-n2ccnc(NCc3ccc(F)cc3)c2=O)c1	·	8%	-15%
COc1ccc(N2CCN(C(=O)C3CCN(S(=O)(=O)c4c(C)noc4/C=C/N(C)C)CC3)CC2)cc1	-8%	11%	4%
Cc1cnc(C(=O)OCC(=O)Nc2cc(-c3cc(C)c(C)cc3C)nn2-c2ccccc2)cn1	-4%	·	2%
CN(C(=O)COC(=O)CCc1nc2ccccc2c(=O)[nH]1)C1CCS(=O)(=O)C1 (stereo not given)	5%	1%	-1%

Profiles, quoted from the list.
COc1ccc(OC)c(S(=O)(=O)Nc2cc3c4c(c2)CCC(=O)N4CCC3)c1 as listed: N370S GC mod: -1%; TDP1 block: 1%; FEN1 inh: 5%
Cn1c(=O)c(=O)n(C)c2cc(NS(=O)(=O)c3ccc(Br)cc3)c(Cl)cc21 as listed: N370S GC mod: ·; TDP1 block: 8%; FEN1 inh: -4%

A second format for part of the listing above.
Results follow in this order: N370S GC mod, TDP1 block, FEN1 inh
> CCOc1ccc(CNC(=O)c2ccc(Sc3ccc(C)cc3)c(NC(C)=O)c2)cc1OC
  6%, 0%, -11%
> Cc1cc(C)cc(-n2ccnc(NCc3ccc(F)cc3)c2=O)c1
  ·, 8%, -15%
> COc1ccc(N2CCN(C(=O)C3CCN(S(=O)(=O)c4c(C)noc4/C=C/N(C)C)CC3)CC2)cc1
  -8%, 11%, 4%
> Cc1cnc(C(=O)OCC(=O)Nc2cc(-c3cc(C)c(C)cc3C)nn2-c2ccccc2)cn1
  -4%, ·, 2%
> CN(C(=O)COC(=O)CCc1nc2ccccc2c(=O)[nH]1)C1CCS(=O)(=O)C1 (stereo not given)
  5%, 1%, -1%

Next section:
SMILES	N370S GC mod	TDP1 block	FEN1 inh
CN(Cc1ccccc1)C(=O)C1CCC(CNS(=O)(=O)c2cccc3cccnc23)CC1 (stereo not given)	3%	6%	9%
CC(N=Cc1ccccc1O)c1ccccc1 (stereo not given)	5%	-4%	-4%
O=C(N/N=C/c1ccco1)Nc1ccccc1	?	3%	8%
CCCCCCCCOC(=O)/C=C/c1c(C)[nH]c(=O)[nH]c1=O	17%	0%	4%
Fc1ccc(/C=N/Nc2ccccn2)cc1	-13%	6%	-16%
CN(C)c1ccc(/C=C(/NC(=O)c2ccccc2)C(=O)NCCN2CCOCC2)cc1	-19%	4%	-6%
Clc1ccc(N2CCN(c3cnc4ccccc4n3)CC2)cc1	7%	8%	4%
CN(C)C(=O)CNC(=O)CN1C(=O)NC2(CCCc3sccc32)C1=O (stereo not given)	5%	·	13%
CCN(C(=O)COC(=O)CC(C)c1ccccc1)c1c(N)n(Cc2ccccc2)c(=O)[nH]c1=O (stereo not given)	·	-4%	-17%
CCOC(=O)c1ccccc1NC(=O)c1ccc2nccnc2c1	-14%	-11%	?
Cc1nn(CC(=O)NC(=O)c2ccccc2)c(C)c1[N+](=O)[O-]	·	2%	13%
CCN(CC)c1ccc(C=Nc2ccc(C)cc2C)c(O)c1	10%	4%	-5%
O=C(NC1CCCCC1)[C@H](O)[C@@H](O)C(=O)NC1CCCCC1	-6%	-2%	-1%
CN(C(=O)CSc1nnc(CNC(=O)c2ccccc2)o1)c1ccccc1	-1%	2%	1%
Cc1ccc(-c2csc(NC(=O)CN3CCC(C(N)=O)CC3)n2)cc1	-10%	·	5%
CC(C)c1ccc(C2CC(c3ccc(Br)cc3)=NN2C(N)=S)cc1 (stereo not given)	27%	8%	-9%
COCCn1c(SCC(=O)c2c[nH]c3ccccc23)nnc1-c1ccncc1	-3%	-1%	-1%
FC(F)(F)c1cnc(-c2cnc(-c3ccncc3)nc2)c(Cl)c1	1%	5%	-2%
CCCn1nc(C(=O)Nc2ccc3nc(N4CCOCC4)sc3c2)ccc1=O	4%	-8%	-4%
Cc1ccc(C(=O)Nc2cc3c(oc2=O)CCCC3=O)cc1	5%	2%	5%
O=C(N[C@@H]1C/C=C\C[C@@H](CC(=O)N(CCO)Cc2ccccc2)C(=O)N[C@H](Cc2ccccc2)COC1=O)OCC1c2ccccc2-c2ccccc21	·	-5%	-12%
COc1cccc(C(=O)NCC(=O)OCC(=O)NC2CCCCC2)c1	·	1%	-4%
O=C(COC(=O)CCCNC(=O)c1ccc(Cl)cc1)NCc1ccccc1Cl	4%	-7%	-4%
CC1(C)Cc2c(sc(NC(=O)C(=O)N3CCCC3)c2C(=O)O)CO1	3%	3%	-5%
CCCCC1=CC2=CC(=O)C(C)(OC(=O)CCc3ccccc3)C(=O)C2=CO1 (stereo not given)	-2%&5%	1%&1%	-26%
SMILES	N370S GC mod	TDP1 block	FEN1 inh
CN(C)C(=O)CCC(=O)N(C)CC1CCCN(CCc2ccc(F)cc2)C1 (stereo not given)	-2%	·	25%
CCn1c(=O)n(CC(=O)N2CC(C)CC(C)C2)c(=O)c2ccccc21 (stereo not given)	7%	1%	-2%
Cc1cc(C)c(S(=O)(=O)Nc2cccc(C(F)(F)F)c2)c(C)c1	-5%	11%[56.1 µM]	-14%
CC(Oc1ccccc1)C(=O)Nc1ccccc1C(=O)OCc1cc(=O)n2nc(C(C)C)sc2n1 (stereo not given)	·	6%	-4%
CC(=O)c1ccc(NS(=O)(=O)Cc2ccccc2)cc1	-9%	0%	29%
OCC(CO)(CO)N=Cc1cc(Br)ccc1O	-4%	1%	-13%
CCOc1ccc(-c2cn(-c3ccc(OC)cc3)c(SC)n2)cc1	26%	-6%	-12%
CC1(c2ccc3noc(-c4ccccc4)c3c2)OCCO1	4%	10%	-10%
O=C(c1ccc(F)cc1)c1ccc(N2CCCCC2)cc1	2%	·	-16%
CC(=O)NCCN1C(=O)S/C(=C\c2cccs2)C1=O	-20%	5%	0%
Cc1ccc(NC(=O)CN(C)C(=O)Cn2c(=O)oc3ccccc32)cc1	·	-1%	-3%
Cc1ccc(C(=O)N2C(CC(=O)Nc3ccc(Cl)cc3)C(=O)NC3CCCCC32)cc1 (stereo not given)	16%	5%	1%
COc1ccc(-n2c(=O)c3c4c(sc3n(Cc3ccccc3)c2=O)CN(C(C)=O)CC4)cc1OC	·	2%	-7%
O=C(NC(Nc1nc2ccc([N+](=O)[O-])cc2s1)(C(F)(F)F)C(F)(F)F)c1cccnc1	-5%	1%	3%
COc1cccc(C(=O)N2CCN(Cc3ccc(OC)cc3OC)CC2)c1	0%	·	14%
COC(=O)c1cc(NC(=O)CN2CCc3cc4c(cc3C2)OCCCO4)cc(C(=O)OC)c1	-2%	·	-3%
CN(CCc1ccccn1)C(=O)CCC1CCCN(C(=O)c2c(F)ccc(F)c2F)C1 (stereo not given)	-8%	0%	0%
CS(=O)(=O)Nc1cccc(C2=NN(C(=O)c3ccco3)C(c3ccco3)C2)c1 (stereo not given)	-10%	2%	-17%
COc1ccc(S(=O)(=O)NCc2csc(C)n2)cc1	-24%	2%	-12%
Cc1c(N(C(=O)Cc2cccs2)C2(C(=O)NC3CCCC3)CCCCC2)c(=O)n(-c2ccccc2)n1C	-4%	-3%	3%
CC(NC(=O)CSc1nc2ccccc2n1C)c1ccccc1 (stereo not given)	-3%	4%	9%
CCC(C)[C@H]1CNCCN1CCc1cccc2ccccc12 (stereo not given in full)	-20%	?	-2%
Cc1cc(=O)[nH]c(SCC(=O)Nc2cccc(S(=O)(=O)N3CCOCC3)c2)n1	·	3%	-8%
CC1(OC(=O)C2CCCC2)C(=O)C=C2C=C3CCCCN3C=C2C1=O (stereo not given)	3%[12.8 µM]	6%[12.3 µM]	-3%
